ERK EGF block – qHTS Assay for Inhibitors of the ERK Signaling Pathway using a Homogeneous Screening Assay; Stimulation with EGF; AID 1454, 2008; HEK293-V1b, EGF-stimulated phospho-ERK AlphaScreen; Potency, µM (doses to about 11.5 µM), without a hit: at the top dose activity change, negative = inhibition, usual class: inhibitors; hit rate 0.41% among 130,000; active = well fitted inhibition curve with a large enough effect; inconclusive = small, poorly fitted or top-dose-only effect, or effect the other way;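 also: plate controls were stimulated vehicle wells for no effect and unstimulated vehicle basal for full effect; nearly all actives have a fitted effect of over 55% in size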
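Cell line HEK293 (stable V1b), low serum overnight. Pretreatment: compound 30 min, 37C. EGF 25 nM, 5 min. Detection: SureFire AlphaScreen, 5 h RT. AC50 via standard Hill equation.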
Active calls of the source: *; ? = inconclusive; & = joins results of further samples; [ ] = dose if it differs, or a comment. Potency is read from the fitted curve at half-maximal effect. These rows are one share of the data; count on the stated rates, not on these rows.

Structure | ERK EGF block
O=[N+]([O-])c1ccc(-c2nc(NCc3ccccc3)c3ccccc3n2)cc1 | 0.4%
COc1ccc(-c2cc(C(F)(F)F)nc(SCC(=O)NCCN3CCOCC3)n2)cc1OC | 5.9%
Cc1ccc(C2OC3=C(C(=O)CC(C)(C)C3)C(N)=C2C#N)o1 (stereo not drawn) | -2.9%
C=CCn1c(SCC(=O)NCCc2ccccc2)nnc1C(C)NC(=O)c1cccs1 (stereo not drawn) | 1.1%
CC(C)OC(=O)CC12CN3CN(C1)CC(CC(=O)OC(C)C)(C3)C2=O | 3.9%[57.5 µM]
O=C(c1ccc(F)cc1)N1CCCCC(S(=O)(=O)c2ccccc2)C1=O (stereo not drawn) | 6.8%
COC(=O)Nc1ccc(S(=O)(=O)Nc2ncccn2)cc1 | 9.1%
NNC(=O)CN1C(CN2CCOCC2)=Nc2ccc(Br)cc2C1c1ccccc1 (stereo not drawn) | 6.7%
COCCn1c(=NC(=O)/C=C/c2ccccc2)sc2cc(NC(C)=O)ccc21 | -5.3%
CN1CCN2c3ccccc3Cc3ccccc3C2C1 (stereo not drawn) | -16.5%[57.5 µM]
CCOC(=O)C(=Nc1ccccc1)NO | -2.8%
O=C1C(NS(=O)(=O)c2cccs2)=C(N2CCN(Cc3ccccc3)CC2)C(=O)c2ccccc21 | 15.8µM*
COc1ccccc1NS(=O)(=O)c1ccc(C)c(NC(=O)c2ccc(S(=O)(=O)N3CCCCCC3)cc2)c1 | 5.6%
S=c1[nH]nc(-c2cc(-c3ccccc3)n[nH]2)n1/N=C/C=C/c1ccco1 | 4.9%[57.5 µM]
CCn1cc(/C=N\NC(=O)c2cc(-c3ccccc3OC)nc3ccccc23)c(C)n1 | 4.0%
Cc1nc2ccc(NC(=O)Nc3ccnc4cccnc34)cc2o1 | 0.2%
COc1ccc(-n2cc(CN[C@H]3CCCCNC3=O)c(-c3cccc(F)c3)n2)cc1 | -4.7%[57.5 µM]
O=C(CCCOc1ccccc1)Nc1ccc(S(=O)(=O)Nc2ccccn2)cc1 | 3.4%
CCOC(=O)N1CCN(S(=O)(=O)c2ccc(F)c(C(=O)Nc3ccc(C)c(Cl)c3)c2)CC1 | 9.2%
C[C@H](O)CC1=C[C@H](O)[C@@H](C)OC1=O | -14.2%[57.5 µM]
COc1ccc(CCn2c(-c3cccc([N+](=O)[O-])c3)nc3nc4ccccc4nc32)cc1OC | 0.1%
CC(C)(C)OC(=O)NCCCCCc1nnc(SCc2ccccc2)o1 | -20.0%[57.5 µM]
CN(Cc1ccccc1)C(=O)NC1CCCCC1 | 0.4%
COc1ccc(Nc2nc(N3CCN(C)CC3)nc3ccccc23)c(OC)c1 | 8.6%
Cc1ccc(/C=C/C2=NN(C)C(=O)CC2)cc1 | 11.6%

Overlap with the part before: 2 entries; new compounds follow.
Structure | ERK EGF block
COc1ccc(Nc2nc(N3CCN(C)CC3)nc3ccccc23)c(OC)c1 | 8.6%
Cc1ccc(/C=C/C2=NN(C)C(=O)CC2)cc1 | 11.6%
COc1ccc(NC(=S)NC(NC(=O)CCl)C(Cl)(Cl)Cl)c([N+](=O)[O-])c1 (stereo not drawn) | -8.3%[57.5 µM]
CCOC(=O)c1ccc(NC(=S)N2CCSC2c2ccc(Br)cc2)cc1 (stereo not drawn) | 4.5%
CC(C)(C)c1ccc(CCC(CC(=O)O)CC(=O)O)cc1 | -3.5%
Cc1c(C)c(C)c(CO/N=C/c2cccs2)c(C)c1C | -4.8%[57.5 µM]
COc1cccc(-c2cc(-c3cccnc3)nc(N)c2C#N)c1 | -4.6%[57.5 µM]
COC1=C(OC)C(=O)C(C/C=C(\C)CC/C=C(\C)CC/C=C(\C)CC/C=C(/C)CC/C=C(\C)CC/C=C(\C)CC/C=C(\C)CC/C=C(\C)CC/C=C(\C)CCC=C(C)C)=C(C)C1=O | 1.9%
CCCNS(=O)(=O)c1ccc(N2CCCC2=O)c([N+](=O)[O-])c1 | 4.1%
COc1cccc(C(=O)OC2CCN(C)CC2)c1 | -4.3%
COC(=O)C1=NN[C@H](C(=O)OC)[C@H]1c1ccccc1 | 5.0%
CCOc1cc(NC(=O)C2CC2)c(OCC)cc1NC(=O)CCn1nnc2ccccc21 | 1.0%
Nc1nc(-c2cc3ccccc3o2)cs1 | 9.1%[57.5 µM]
Cc1cc(C)c[n+](-c2[nH]c(=O)sc2/C=N/N=C(\N)[S-])c1 | -4.0%
CN(C)S(=O)(=O)c1ccc(NC(=O)COC(=O)CC2CC3CCC2C3)cc1 (stereo not drawn) | -0.7%
O=C(C1CCC(Cn2c(=S)[nH]c3ccccc3c2=O)CC1)N1CCN(c2ccccn2)CC1 (stereo not drawn) | -13.8%
O=S(=O)(c1cccc2nsnc12)N1CCc2ccccc21 | 2.7%[57.5 µM]
CCCc1ccc(C(=O)NNc2cccc(C)c2)cc1 | 0.7%[57.5 µM]
COc1ccc(N2CCN(C(CNC(=O)C(=O)NCc3ccc4c(c3)OCO4)c3ccco3)CC2)cc1 (stereo not drawn) | -4.9%
COc1cccc(/C=N/Nc2nc3ccccc3n3cnnc23)c1 | -4.1%
O=C(CCC(=O)N/N=C/c1ccccc1O)NCc1ccccc1 | 19.3%
CCc1nnc(NS(=O)(=O)c2ccc(N/C=C(\C=O)c3nc4cc(Cl)ccc4o3)cc2)s1 | -3.9%
O=C(CN1C(=O)CSc2ccc(S(=O)(=O)N3CCOCC3)cc21)NCCCN1CCc2ccccc2C1 | 1.1%
O=C(CCCc1c[nH]c2ccccc12)Nc1ccc(S(=O)(=O)Nc2ncccn2)cc1 | 5.7%[57.5 µM]
CC1CCN(S(=O)(=O)c2ccc3ncn(CC(=O)N4CCN(C)CC4)c(=O)c3c2)CC1 | 3.4%[57.5 µM]
Cc1cc(N)c2ccccc2[n+]1CCCCCCCCCCCCCC[n+]1c(C)cc(N)c2ccccc21 | 28.2µM*
C/C(N)=C(/C#N)C(=O)COC(=O)c1cccc(O)c1 | 28.2µM*

Other results:
canonical_smiles,ERK EGF block
Cc1ccc(C(=O)NN2CC(O)=C(c3nc(-c4cccc([N+](=O)[O-])c4)cs3)C2=N)cc1,-5.3%
S=C(Nc1ccccc1)N(CCN1CCOCC1)Cc1cccc(Cl)c1,-7.3%
Cc1ccc(-c2nn(-c3ccccc3)cc2/C=C(\C#N)C(=O)NCc2ccccc2)cc1,6.8%
CSc1ccccc1C(=O)NCc1ccccc1C,-12.7%
O=C(COC(=O)c1c2c(nc3ccccc13)CCN(Cc1ccccc1)C2)Nc1c(F)cccc1F,-3.3%
C[n+]1ccc(/C=C/c2c[nH]c3ccccc23)cc1,-1.0%
O=C(Cc1ccccc1[N+](=O)[O-])NCc1ccncc1,-0.1%[57.5 µM]
CCC(C)NC(=O)CNC(=S)N(Cc1ccccc1)Cc1cccnc1 (stereo not drawn),5.7%
O=C(CSc1nc(-c2ccccc2)c(-c2ccccc2)o1)NC1CCS(=O)(=O)C1 (stereo not drawn),?
OCCN(Cc1ccccc1)C(=S)Nc1ccc(Cl)cc1Cl,-9.9%[57.5 µM]
CCCCC(=O)Nc1sc(C(=O)N(CC)CC)c(C)c1C(=O)OC,4.4%
COCCn1c(SCc2nc3ccccc3c(=O)[nH]2)nc2ccccc2c1=O,-7.7%
COc1ccc(-c2csc(-c3ccccc3)n2)c(OC)c1,3.9%
Cc1nnsc1C(=O)N/N=C/c1ccc(OC(F)(F)F)cc1,-1.1%
Cc1ccsc1C1NC(=O)c2c(sc3c2CCCC3)N1 (stereo not drawn),3.2%
CCN(CC)CC#CC(OC)(c1ccccc1)c1ccccc1,-0.9%
S=C(Nc1ccccc1)N1CCN(c2ccccn2)CC1,-4.2%
Cn1c(C(=O)O)ccc1S(=O)(=O)N1CCCCCC1,11.6%[57.5 µM]
COc1cc(OC)cc(C(=O)NNC(=O)c2cc3c(s2)CCCC3)c1,-11.0%
Cc1cc2cc(CNC(=O)Nc3ccc(Cl)c(Cl)c3)ccc2n1C,0.8%[57.5 µM]
Cc1c(N/N=C(\C#N)C(=O)c2ccccc2)c(=O)n(-c2ccccc2)n1C,4.2%
OCc1c(Cl)nc2ccccn12,-1.2%
COCCN(C(=O)Cc1cccs1)C(C(=O)NC1CCCC1)c1ccc(OC)c(OC)c1 (stereo not drawn),8.8%
CCOC(=O)C(NC(C)=O)C(=O)Nc1ccc(OC)cc1 (stereo not drawn),-6.4%
NNC(=O)CCn1nnc2ccccc21,3.6%[57.5 µM]
C[C@@H]1C(=O)NC2=Nc3cccc(Cl)c3CN21,10.0%
Cc1ccsc1/C=N/NC(=O)c1ccc(-n2cccc2)cc1,3.5%
COc1cc(S(=O)(=O)N2CCN(C(=O)c3ccccc3)CC2)c(OC)cc1Br,13.1%
COCC(=O)Nc1nc(-c2ccc([N+](=O)[O-])cc2)cs1,-9.9%
CN(C(=O)CSc1nnc(-c2ccncc2)n1Cc1ccccc1)C1CCS(=O)(=O)C1 (stereo not drawn),4.2%
O=C1NNC(c2ccccc2)=N/C1=C\c1ccccc1Cl,-2.3%[57.5 µM]
O=C1CC2(CCCC2)CC(=O)N1CCCCN1CCN(c2ncccn2)CC1,5.6%
COc1ccc(/C=N/NC(=O)c2cccc(Br)c2)cc1CN1CCOCC1,8.3%[57.5 µM]
CCOc1ccccc1NC(=S)N1CCC(NC(=O)C(C)(C)C)CC1,5.7%
CCCN(CCC)S(=O)(=O)c1ccc(C(=O)Nc2nnc(-c3cccc(OC)c3)o2)cc1,-2.5%
CCC(CO)n1c(=S)[nH]c2cc(OC)c(OC)cc2c1=O (stereo not drawn),0.1%
O=[N+]([O-])c1cc(/C=N/N2CCN(c3ccccc3)CC2)ccc1Cl,5.9%
CCOC(=O)N/N=C(\CCC(=O)O)c1cccs1,8.8%[57.5 µM]
Cn1c(Cc2ccc3c(c2)OCO3)nnc1SCC(=O)NC1CCCC1,-2.0%
Cc1ccc(N2C(=O)SC(N(CC(=O)O)c3ccc(C)cc3)C2=O)cc1 (stereo not drawn),-5.5%
Cc1ccc(C)c(NC(=O)C2CCCN2S(=O)(=O)c2ccc3c(c2)n(C)c(=O)c(=O)n3C)c1 (stereo not drawn),-2.1%
CCN(CC)CCN(C)C(=O)CCc1nnc(-c2ccc(C)s2)o1,?
O=C(Nc1ccc(N2CCOCC2)nc1)c1cccs1,6.4%
Cc1ccc2[nH]cc(C(=O)NCc3cccs3)c(=O)c2c1,?
Cc1ccc(S(=O)(=O)N2CC=C(C(=O)NC3CC3)CC2)cc1,-24.1%[57.5 µM]
O=C1c2ccccc2C(=O)N1c1ncc(Cc2ccc(Cl)cc2)s1,1.5%
CCC(Oc1ccccc1)C(=O)NCc1ccc(S(N)(=O)=O)cc1 (stereo not drawn),5.0%
CCc1c(C)[nH]c2c1C(=O)C(CN1CCOCC1)CC2 (stereo not drawn),1.4%
COc1cc2c(cc1OC)CN(Cc1cc(=O)oc3cc(C)c(C)cc13)CC2,2.9%
COc1ccc([N+](=O)[O-])cc1NS(=O)(=O)c1ccccc1,4.7%
CCOC(=O)c1sc(=NC(=O)c2ccc(Cl)s2)n(C)c1C,-5.9%
O=C(NCc1ccco1)/C(=C/C=C\c1ccccc1)NC(=O)c1ccc(Br)o1,-11.8%
COc1ccccc1C(=O)NCCCNc1ccc([N+](=O)[O-])cc1,0.8%
CCCCN(C(=O)CSc1nnc(Nc2ccccc2)s1)c1c(N)n(CCC)c(=O)[nH]c1=O,0.2%
COc1ccc(Cc2nnc(NC(=O)c3c(-c4ccccc4)noc3C)s2)cc1OC,-7.0%
COC(=O)N[C@@H](c1cccc(F)c1)[C@@H](C)[N+](=O)[O-],8.3%
CCc1ccccc1NC(=S)N(CCN1CCOCC1)C1CCN(C(C)=O)CC1,-3.0%
CCN1CCN(c2nc(C)nc3c2sc(=S)n3C)CC1,-0.4%
Cn1ncc2c(O/N=C(\N)c3ccc(C(F)(F)F)cc3)ncnc21,-18.1%[57.5 µM]
O=C(c1ccco1)N1N=C(c2cccs2)CC1c1ccco1 (stereo not drawn),-1.9%

(further entries)
canonical_smiles,ERK EGF block
CCOC(=O)C(=O)C1=C(N2CCOCC2)/C(=C\c2cccc([N+](=O)[O-])c2)CC1,2.0%
COc1ccc(-n2c(SCC(=O)/C(C#N)=C(\C)N)nc3ccccc3c2=O)cc1OC,8.0%[57.5 µM]
COc1cccc(/C=N/NC(=S)Nc2cccc(C(=O)O)c2)c1,-2.0%
COc1cc(CN(C(=S)NCC(=O)NC2CC2)C2CCCC2)cc(OC)c1OC,21.1%
COC(=O)c1cc(C(=O)N2CCOCC2)cc([N+](=O)[O-])c1,-31.6%
CCCn1c(-c2ccc(F)cc2)nc2c(N(C)CCN(C)C)nc(C)nc21,3.4%
CC(C)OC(=O)NCCOC(=O)Nc1ccc(Cl)cc1,-11.5%
CC(C)n1c(NCc2c[nH]c3ccccc23)nc2ccccc21,4.5%
CC1=C(C(=O)N2CCOCC2)C(c2cccc3ccccc23)NC(=S)N1 (stereo not drawn),22.5%
CCCNC(=O)c1ccc(Cn2c(=S)[nH]c3c([nH]c4ccc(OC)cc43)c2=O)cc1,17.5%
COc1c(O)cc2oc3cc(O)c(CC=C(C)C)c(O)c3c(=O)c2c1CC=C(C)C,-20.5%&4.5%&28.0%

Ordered by heavy-atom count (rising): some entries from above.
canonical_smiles,ERK EGF block
CCOC(=O)C(=Nc1ccccc1)NO,-2.8%
O=C1NNC(c2ccccc2)=N/C1=C\c1ccccc1Cl,-2.3%[57.5 µM]
Cc1ccc(C2OC3=C(C(=O)CC(C)(C)C3)C(N)=C2C#N)o1 (stereo not drawn),-2.9%
S=c1[nH]nc(-c2cc(-c3ccccc3)n[nH]2)n1/N=C/C=C/c1ccco1,4.9%[57.5 µM]
Cc1c(N/N=C(\C#N)C(=O)c2ccccc2)c(=O)n(-c2ccccc2)n1C,4.2%
CCCCN(C(=O)CSc1nnc(Nc2ccccc2)s1)c1c(N)n(CCC)c(=O)[nH]c1=O,0.2%
COc1ccc(CCn2c(-c3cccc([N+](=O)[O-])c3)nc3nc4ccccc4nc32)cc1OC,0.1%

High-throughput results as filed in PubChem.
